L3MBTL1 block – qHTS Assay for the Inhibitors of L3MBTL1. AlphaScreen L3MBTL1–H3K9me1 peptide binding. Potency, µM (titrated, usually from 57.1 µM), inactives show top-dose activity, negative = inhibition, actives largely listed as inhibitors. 0.66% of 230,000 active. AID 485360, 2010; active = well fitted inhibition curve with a large enough effect; inconclusive = small, poorly fitted or top-dose-only effect; inactive = no such curve, though single readings can be large or run the other way; also: nearly all actives have a fitted effect of over 60% in size
Target sequence (Q9Y468 whole entry, looked up): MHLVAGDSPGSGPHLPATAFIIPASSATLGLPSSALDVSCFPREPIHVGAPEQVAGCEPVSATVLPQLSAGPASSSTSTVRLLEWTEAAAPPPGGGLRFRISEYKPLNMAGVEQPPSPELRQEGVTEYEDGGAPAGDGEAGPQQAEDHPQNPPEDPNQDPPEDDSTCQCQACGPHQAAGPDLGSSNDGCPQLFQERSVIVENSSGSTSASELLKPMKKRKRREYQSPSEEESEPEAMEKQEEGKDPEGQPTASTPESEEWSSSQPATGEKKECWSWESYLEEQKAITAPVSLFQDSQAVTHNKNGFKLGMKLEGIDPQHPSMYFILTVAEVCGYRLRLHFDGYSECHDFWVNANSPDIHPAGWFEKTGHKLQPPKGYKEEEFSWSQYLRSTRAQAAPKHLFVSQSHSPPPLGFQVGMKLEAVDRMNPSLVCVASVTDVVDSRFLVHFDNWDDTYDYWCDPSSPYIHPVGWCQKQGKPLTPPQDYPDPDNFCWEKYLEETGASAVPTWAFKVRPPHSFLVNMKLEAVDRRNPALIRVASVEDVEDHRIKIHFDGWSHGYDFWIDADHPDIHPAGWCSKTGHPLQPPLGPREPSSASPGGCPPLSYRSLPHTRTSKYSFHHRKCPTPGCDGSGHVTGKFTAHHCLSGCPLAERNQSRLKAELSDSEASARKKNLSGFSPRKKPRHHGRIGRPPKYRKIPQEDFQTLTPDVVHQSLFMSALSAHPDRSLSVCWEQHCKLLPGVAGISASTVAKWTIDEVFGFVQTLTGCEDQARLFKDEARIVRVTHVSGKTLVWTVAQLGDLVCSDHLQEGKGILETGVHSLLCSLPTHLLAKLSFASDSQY
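Read-out is AlphaScreen signal from streptavidin donor and nickel chelate acceptor beads (10 ug/mL final each) bridging L3MBTL1 (50 nM) and biotinylated K9-monomethylated H3(1-15) peptide (75 nM), after 30 min compound exposure at room temperature.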
* marks the source's active call; other numbers are inactive results; ? = inconclusive; [ ] = dose if it differs, or a comment. % is scaled to controls: 0 for no effect and ±100 for the full control effect; potency is read from the fitted curve at half-maximal effect. An excerpt; the hit share may differ from the screen's.

SMILES	L3MBTL1 block
CC[C@]1(C(=O)OC)[C@H]2C(=O)N(C)C(=O)[C@H]2[C@H]2CN(C)C(=NC)N21	-6.9%
Cn1c(N)c(C(=O)COC(=O)COc2ccc(Cl)cc2Cl)c(=O)n(C)c1=O	-5.6%
Cc1cccc(OCC(=O)OCC(=O)NCC2CCCO2)c1C (stereo not drawn)	4.0%
O=C(COC(=O)Cc1cccc(F)c1)NCCc1ccccc1	3.3%
COc1ccc(C)cc1Nc1n[n+](-c2ccccc2)c(-c2cc([N+](=O)[O-])cc(OC)c2O)s1	-6.7%
NS(=O)(=O)c1ccc(CCNC(=O)Cc2ccc(Cl)cc2)cc1	2.4%
CC(C)C[C@H](NC(=O)N1CC(=O)Nc2ccccc21)C(=O)N1CCC[C@H]1C(=O)O	9.8%
Cc1cc(C)cc(OCC(=O)OC(C)C(=O)Nc2ccc(Cl)cn2)c1 (stereo not drawn)	9.6%
COc1ccc(OC)c(NC(=O)CCN2C(=O)c3ccccc3C2=O)c1	7.8%
Cc1ccc(CNCCCSc2nc(C)cc(C)n2)cc1	-0.1%
COc1ccc(-c2cn(CCCOCc3ccccc3)nn2)cc1	11.2%
CCOC(=O)c1ccccc1NC(=O)C1CC(=O)N(C(C)(C)C)C1 (stereo not drawn)	-0.1%
O=C(COC(=O)c1cc(S(=O)(=O)N2CCOCC2)c(Cl)cc1Cl)NCc1ccco1	?
Cc1ccc(S(=O)(=O)Nc2cccc(C(=O)N3CCC(C(N)=O)CC3)c2)cc1	7.2%
COc1cc(OC)cc(C(=O)NCC2CCCN(Cc3cccc(C(C)=O)c3)C2)c1 (stereo not drawn)	1.6%
CC(C)Oc1ccc(C(=O)Nc2nnc(C3=COCCO3)o2)cc1	-18.9%
CC(=O)c1ccc(N2CCN(C(=O)CCc3ccccc3)CC2)cc1	-8.1%
O=C(NCCN1CCOCC1)c1cc(Cl)ccc1Cl	0.2%
C=CCC[C@@H](Cc1ccc(F)cc1)C(=O)OC[C@@H]1CCCN1C(=O)[C@H](CC=C)CC(=O)N[C@H](CO)Cc1ccccc1	-1.1%
CCOc1ccc(S(=O)(=O)N2CCN(C(=O)c3cc(C4CC4)nn3-c3ccccc3)CC2)cc1	-2.4%
CCc1ccccc1NC(=O)CN(C)C(=O)COC(=O)c1cccnc1Cl	-3.9%
CCc1nc(N2CCN(C(=S)NCCCOC)CC2)c2c3c(sc2n1)CCCC3	-6.5%
CCN1C(=O)[C@H]2[C@@H](c3ccc(C)cc3)N3C(=O)N(c4cccc(F)c4)C(=O)[C@@]3(Cc3ccc(Cl)cc3)[C@H]2C1=O	-3.8%
O=C(Nc1ccc2c(c1)OCO2)O[C@@H]1C[C@H]2CCCC(=O)N3CC[C@@H](C1)[C@@H]23	-1.7%

In the list so far, these contain fluorine:
SMILES	L3MBTL1 block
O=C(COC(=O)Cc1cccc(F)c1)NCCc1ccccc1	3.3%
C=CCC[C@@H](Cc1ccc(F)cc1)C(=O)OC[C@@H]1CCCN1C(=O)[C@H](CC=C)CC(=O)N[C@H](CO)Cc1ccccc1	-1.1%
CCN1C(=O)[C@H]2[C@@H](c3ccc(C)cc3)N3C(=O)N(c4cccc(F)c4)C(=O)[C@@]3(Cc3ccc(Cl)cc3)[C@H]2C1=O	-3.8%

(listing goes on)
SMILES	L3MBTL1 block
CCOc1cc(N2CCOCC2)c(OCC)cc1NC(=O)COc1cccc(Cl)c1	29.3%
O=C(COc1ccc(F)cc1Cl)N1CCN(C(=O)c2cccs2)CC1	-1.7%
O=C(COc1ccccc1F)Nc1ccc(S(=O)(=O)N2CCCC2)cc1	0.0%
Cc1csc(NC(=O)C2CCN(S(=O)(=O)c3ccccc3)CC2)n1	3.9%
Cc1ccc(C(=O)NCN2CCN(c3ccc(F)cc3)CC2)cc1	-0.9%
CCN1CCN(CCC(=O)Nc2cccc(C)c2)CC1	-0.5%
CC1(c2ccc3ccccc3c2)NC(=O)N(CC(=O)N2CCCC(C(F)(F)F)C2)C1=O (stereo not drawn)	-3.9%
S=C(NCCNC(=S)Nc1ccccc1)Nc1ccccc1	-1.3%
CNc1snc(C)c1C(=O)OC(C)C(=O)NCc1ccccc1 (stereo not drawn)	-2.2%
Cc1ccc(NC(=O)C2CC3CCC2C3)c(Br)c1 (stereo not drawn)	19.0%
COc1cccc(C(=O)Nc2cccc(S(=O)(=O)NC3=NCCC3)c2)c1	2.0%
CC(NC(=O)COC(=O)C1CCCCC1)c1ccccc1 (stereo not drawn)	-3.3%

4 structures from above, arranged by count of non-hydrogen atoms, descending:
SMILES	L3MBTL1 block
Cc1ccc(C(=O)NCN2CCN(c3ccc(F)cc3)CC2)cc1	-0.9%
CC(NC(=O)COC(=O)C1CCCCC1)c1ccccc1 (stereo not drawn)	-3.3%
CCN1CCN(CCC(=O)Nc2cccc(C)c2)CC1	-0.5%
Cc1ccc(NC(=O)C2CC3CCC2C3)c(Br)c1 (stereo not drawn)	19.0%

Next part:
SMILES	L3MBTL1 block
COC(=O)[C@]1(C)N[C@H](CN(C)S(=O)(=O)c2ccc(C)cc2)[C@@H]2C(=O)N(Cc3ccccc3)C(=O)[C@@H]21	6.6%
O=C(NCCC1CCCCN1S(=O)(=O)c1ccccc1)C(=O)NC1CC1 (stereo not drawn)	7.6%
COc1ccc(NC(=O)C(=O)NCCC2CCCCN2S(=O)(=O)c2ccc(F)cc2)cc1 (stereo not drawn)	-14.7%
Cc1ccccc1OCC(=O)OCC(=O)Nc1cc(S(C)(=O)=O)ccc1Cl	-0.8%
CCN1CCN(C(=O)c2cc(-c3ccco3)nc3ccccc23)CC1	?
Cc1cc(C(=O)OCC(=O)NC2CC2)c2ccccc2n1	19.0%
CCCNC(=O)c1cc(S(=O)(=O)N2CCCCC2)ccc1N1CCOCC1	16.7%
CCc1ccc2c(c1)C(=O)C[C@]1(CCC[C@H](C)C1)O2	51.3%[activator]
COc1cc(/C=N/N2CCN(c3ccccc3)CC2)ccc1OC(C)=O	-10.7%
O=C(NCc1nnc(SCC(=O)N2CCN(c3ccccc3)CC2)o1)c1c(F)cccc1Cl	-1.9%
C=CC(=O)Nc1sc2c(c1C(N)=O)CCCC2	-12.7%
CN(Cc1ccc(Cl)cc1)C(=O)c1cc(S(=O)(=O)N2CCOCC2)ccc1N1CCCC1	-3.3%

Not a retest: entries from further up.
SMILES	L3MBTL1 block
CCCNC(=O)c1cc(S(=O)(=O)N2CCCCC2)ccc1N1CCOCC1	16.7%
CCc1ccc2c(c1)C(=O)C[C@]1(CCC[C@H](C)C1)O2	51.3%[activator]
COc1cc(/C=N/N2CCN(c3ccccc3)CC2)ccc1OC(C)=O	-10.7%
O=C(NCc1nnc(SCC(=O)N2CCN(c3ccccc3)CC2)o1)c1c(F)cccc1Cl	-1.9%

The results go on.
SMILES	L3MBTL1 block
Cc1ccc(C)c(OCCC(=O)Nc2cccc(S(=O)(=O)N3CCCCC3)c2)c1	-0.5%
CCOCCn1ccc2c(OCC(=O)Nc3ccc(OC)c(OC)c3)cccc2c1=O	-2.1%
COC(=O)c1ccn(CSc2c(F)c(F)cc(F)c2F)n1	1.7%
COc1ccc(NC(=O)Nc2cccc3c2O[C@H](CN(C)S(=O)(=O)c2ccc(OC)cc2)[C@@H](C)CN([C@H](C)CO)C3=O)cc1	-2.0%
CC(C)(C)[C@@H]1COC(=O)[C@@H](Cc2ccc(F)cc2)CC/C=C\C[C@@H](CC(=O)N(CCO)Cc2ccccc2)C(=O)N1	-1.4%
CCCCCCCC(=O)Nc1cc(C(=O)NCCC)ccc1N1CCC2(CC1)CC(c1cccc(Br)c1)=NO2	12.8%
O=C(NCc1ccccc1)c1onc(CSc2nc3ccccc3[nH]2)c1C(=O)NCc1ccccc1	-0.4%
Cc1csc(=O)n1CCC(=O)OCC(=O)Nc1ccc(S(N)(=O)=O)cc1	-13.3%
O=C(NC1CCCN(Cc2ccc(Cl)cc2)C1)c1ccnc(Cl)c1 (stereo not drawn)	-11.8%
CC(C)Cn1c(N)c(C(=O)COC(=O)c2cc3ccccc3cc2O)c(=O)n(C)c1=O	-0.8%
CNc1ccc(C(=O)OCC(=O)NC(=O)NC2CCCC2)cc1[N+](=O)[O-]	4.7%
O=C(c1cc(-c2ccccc2)nn1-c1ccccc1)N1CCN(S(=O)(=O)c2ccc(F)cc2)CC1	-1.3%
COc1ccccc1CNc1ncc(-c2ccc(F)cc2)n1C	-1.7%
CCN1CCN(c2ccc(S(=O)(=O)N3CCCCC3)cc2NC(=O)Cc2ccc(Cl)c(Cl)c2)CC1	-12.8%
CN(C(=O)COC(=O)c1cc(=O)[nH]c2ccccc12)C1CCCCC1	6.0%
[N-]=[N+]=NCC/C=C\C1NS(=O)(=O)OCC1O (stereo not drawn)	10.9%
COc1cccc(C(=O)O[C@H]2[C@H](C)NS(=O)(=O)[C@H]3C[C@@H]4C=C[C@]23O4)c1	-6.7%
Cc1ccc(C(C)NC(=O)c2cc3ccccc3oc2=O)cc1C (stereo not drawn)	1.0%
CCOC(=O)C1=CN(Cc2cccc(-c3ccc(F)cc3)c2)S(=O)(=O)N(C)C1C (stereo not drawn)	19.4%
CCCCN(C(=O)C1COc2ccccc2O1)c1c(N)n(CCC)c(=O)[nH]c1=O (stereo not drawn)	-6.6%
Cc1ccn2c(=O)nc(SCC(=O)OCc3ccccc3)nc2c1	?
COc1ccc(/C=N/Nc2cc(C)nc3c(C)cccc23)cc1	-3.9%
CC(=O)CCSc1nnc(-c2cccc(S(=O)(=O)N3CCOCC3)c2)o1	4.0%
O=C(/C=C/c1cccc(F)c1)OCC(=O)c1ccc[nH]1	-15.0%
CC(=O)Oc1cc(C(=O)OCC(=O)N2CCc3ccccc3C2)cc(OC(C)=O)c1OC(C)=O	8.91µM*
COC(=O)c1cccc(NC(=O)C2CCCN2C(=O)c2cccs2)c1 (stereo not drawn)	5.3%
CC(C)CNC(=O)C(=O)NCCC1CCCCN1S(=O)(=O)c1cccs1 (stereo not drawn)	2.6%
CCOC(=O)C1=CN(Cc2cccc(Br)c2)S(=O)(=O)NC1C (stereo not drawn)	19.7%
CCC(CO)Oc1cc(NC(=O)c2ccccc2[N+](=O)[O-])c2ncn(C(C)C)c2c1 (stereo not drawn)	3.3%
C[C@H](CO)N1C[C@H](C)[C@@H](CN(C)Cc2ccc(C(=O)O)cc2)Oc2c(NS(=O)(=O)c3cccs3)cccc2C1=O	5.7%
COc1ccc(NC(=O)COC(=O)CCc2nc3ccccc3c(=O)[nH]2)cc1Cl	3.5%
Cc1ccc(S(=O)(=O)N2CCN(C(C)C(=O)NCC(C)c3ccccc3)CC2)cc1 (stereo not drawn)	-5.3%
COc1ccc2ccccc2c1CN(C)Cc1ccccc1	-3.8%[2.29 µM]
COc1cccc(CNC(=O)C2CSC3(C)CCC(=O)N23)c1 (stereo not drawn)	-11.0%
CC(C(=O)NC1CCCCCC1)c1ccc([N+](=O)[O-])cc1 (stereo not drawn)	-3.1%[2.29 µM]
CCC(C(=O)NC(C)(C)C)N(Cc1ccc(F)cc1)C(=O)c1snc(C(N)=O)c1N (stereo not drawn)	-3.7%[2.29 µM]
CC(C)Nc1nc(NC2CCCC2)nc(N2CCOCC2)n1	2.0%
CC(C)(C)c1ccc(S(=O)(=O)N2CCN(CC(O)CN3CCOCC3)CC2)cc1 (stereo not drawn)	-7.7%
COc1cc(C)c(NC(=O)c2cc(C3CC3)nc3c2cnn3C(C)C)cc1OC	-3.3%
CSCCC(NC(=O)c1ccccc1)C(=O)N1CCN(Cc2ccc(Cl)cc2)CC1 (stereo not drawn)	-4.7%
O=C(c1ccc(-c2ccc(Cl)cc2)o1)N1CCN(S(=O)(=O)c2cccs2)CC1	-12.4%
O=C(CCN1C(=O)CSc2ccccc21)Nc1ccc(OC(F)(F)F)cc1	3.7%
CCN1CCCC1CNC(=O)c1cc([N+](=O)[O-])c(N(C)C)cc1OC (stereo not drawn)	-1.1%
COc1ccc(OC)c(C2NC(=O)N(C)C(C)=C2C(=O)OCc2ccccc2)c1 (stereo not drawn)	-13.7%
COCCN(C(=O)COC(=O)c1c(NC(C)=O)sc(C)c1C)c1c(N)n(Cc2ccccc2)c(=O)[nH]c1=O	-4.2%
Cc1ccc(S(=O)(=O)N2CCN(C3CC(=O)N(c4ccc(F)cc4)C3=O)CC2)cc1C (stereo not drawn)	-3.7%
CCOC(=O)/C=C/[C@H]1CC(c2ccccc2)(c2ccccc2)CO1	35.6%[activator]
NC(=O)c1ccc(-c2noc(-c3ccccc3F)n2)cc1	9.3%
CCN(CC)CCn1c2c(c(SCC(=O)Nc3cc(C)on3)nc1=O)CCCC2	-2.2%
CC(C#N)N1CCN(S(=O)(=O)c2ccc3c(c2)CCC3)CC1 (stereo not drawn)	-2.2%
Cc1ccc(S(=O)(=O)N2CCCCC2)cc1NC(=O)CNC(C)c1ccc(Cl)c(Cl)c1 (stereo not drawn)	-8.4%
COC(=O)c1ccc2ccccc2c1OC1OC(CO)C(O)C(O)C1NC(C)=O (stereo not drawn)	4.7%
COc1ccc(NS(=O)(=O)c2cc(N)ccc2N2CCCC2)cc1	-19.9%
COc1ccc(-c2csc(NC(=O)C3CSC4(C)CCC(=O)N34)n2)c(OC)c1 (stereo not drawn)	-4.3%
Cc1ccc2c(cnn2C(=O)CCCC(=O)NCc2cccc(F)c2)c1	6.1%
CNc1snc(C)c1C(=O)OCC(=O)N(C)Cc1ccccc1	10.7%
CC(C)CC1Nc2ncnc(N3CCN(c4ccccn4)CC3)c2N(Cc2ccccc2)C1=O (stereo not drawn)	-0.2%
COc1ccccc1OCC(=O)N1CCN(S(=O)(=O)c2ccc(Cl)cc2)CC1	-1.9%
CCc1cccc2sc(N(CCCN3CCOCC3)C(=O)CS(=O)(=O)c3ccccc3)nc12	-9.7%
O=C(NNC(=O)c1cc(-c2ccncc2)nc2ccccc12)c1ccccc1F	5.3%
Cc1cccc(N2C(=O)N3[C@@H]4c5ccccc5OC[C@@H]4[C@@H](c4ccccc4)[C@]3(C)C2=O)c1	-6.2%
O=C(NCC1CCCCC1)c1ccc(F)cc1Cl	4.0%

Bioassay records (PubChem BioAssay)
